# High-throughput results as filed in PubChem BioAssay.
# AmpC no deterg – blocks E. coli AmpC beta-lactamase in detergent-free assay | actives 0.52% (n = 330,000) | Potency, µM (highest dose often 57.1 µM), inactives show at the highest dose activity change, negative = inhibition, actives largely listed as inhibitors | AmpC nitrocefin hydrolysis, absorbance 480 nm, 0.0001% Triton;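 also: potency is read from the fitted curve at half-maximal effect; plate controls were no compound for no effect and no enzyme for full effect; nearly all actives have a fitted effect of over 20% in size; some results filed as inactive show a strong effect at the top dose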
# Target sequence (P00811 whole entry, looked up): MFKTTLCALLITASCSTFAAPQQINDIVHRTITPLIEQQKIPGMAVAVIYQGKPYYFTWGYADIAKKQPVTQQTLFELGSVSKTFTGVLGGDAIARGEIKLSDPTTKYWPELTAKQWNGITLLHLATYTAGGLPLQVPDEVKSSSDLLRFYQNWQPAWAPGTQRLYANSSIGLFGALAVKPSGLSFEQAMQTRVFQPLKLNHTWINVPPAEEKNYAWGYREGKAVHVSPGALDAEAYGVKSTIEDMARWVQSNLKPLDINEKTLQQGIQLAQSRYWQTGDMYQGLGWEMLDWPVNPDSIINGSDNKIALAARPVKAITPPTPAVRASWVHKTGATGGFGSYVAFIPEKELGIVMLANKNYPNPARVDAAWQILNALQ
#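 20 mM phosphate pH 7.0 + 0.01% (detergent screen) or 0.0001% Triton X-100; 5.3 nM AmpC reagent; cpd preinc 15 min RT; nitrocefin (800 uM stock) to start; A480 q20 s × 4 min; Activity was normalised to no-enzyme and no-compound control wells.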
# AmpC detergent – inhibitors of E. coli AmpC beta-lactamase with detergent. P00811. AmpC hydrolysis of nitrocefin, absorbance 480 nm, 0.01% Triton. Potency, µM (highest dose often 114 µM), inactives show at the top dose activity change, negative = inhibition, usual class: inhibitors. actives 0.041% (n = 370,000). AID 485294;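 also: potency is read from the fitted curve at half-maximal effect; 0% = no-compound wells and -100% = no-enzyme wells; nearly all actives have a fitted effect of over 25% in size; some results filed as inactive show a strong effect at the top dose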
#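 20 mM phosphate pH 7.0 + 0.01% (detergent screen) or 0.0001% Triton X-100; 5.3 nM AmpC reagent; cpd preinc 15 min RT; nitrocefin (800 uM stock) to start; A480 q20 s × 4 min; Activity was normalised to no-enzyme and no-compound control wells.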
# LmPK inh – LmPK (Leishmania mexicana) enzyme inhibition; Q27686; purified LmPK, Kinase-Glo ATP luminescence, 1 h; Potency, µM (highest dose often 57.5 µM), without a hit: at the highest dose activity change, negative = inhibition, hits mostly inhibitors; actives 0.37% (n = 290,000); AID 1721; also: potency is read from the fitted curve at half-maximal effect
# Target sequence (Q27686 whole entry, looked up): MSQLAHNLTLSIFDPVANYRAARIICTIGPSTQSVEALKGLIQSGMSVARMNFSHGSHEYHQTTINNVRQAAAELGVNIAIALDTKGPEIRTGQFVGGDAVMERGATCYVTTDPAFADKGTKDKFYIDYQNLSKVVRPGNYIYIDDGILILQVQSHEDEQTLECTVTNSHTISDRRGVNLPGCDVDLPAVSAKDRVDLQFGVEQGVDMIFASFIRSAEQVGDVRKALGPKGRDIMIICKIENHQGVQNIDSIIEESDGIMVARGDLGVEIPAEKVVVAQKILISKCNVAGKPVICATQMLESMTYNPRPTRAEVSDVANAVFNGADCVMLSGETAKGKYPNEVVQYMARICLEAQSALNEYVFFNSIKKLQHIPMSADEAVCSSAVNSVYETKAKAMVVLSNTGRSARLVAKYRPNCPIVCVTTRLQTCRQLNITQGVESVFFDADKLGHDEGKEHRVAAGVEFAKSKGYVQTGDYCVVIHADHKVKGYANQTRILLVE
#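 qHTS format; LmPK 0.1 nM; substrates PEP 0.5 mM and ADP 0.1 mM. One-hour room-temperature incubation, then coupled luciferase luminescence; 0.5 nM enzyme wells mark activation.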
# AMA1-RON2 inh – AMA1-RON2 (P. falciparum) interaction inhibition; Potency, µM (highest dose often 58.2 µM), for the others: at the highest dose activity change, negative = inhibition, most hits filed as inhibitors; actives 0.2% (n = 360,000); AlphaScreen AMA1-biotinylated RON2 peptide binding; AID 720542;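 also: potency is read from the fitted curve at half-maximal effect; 0% = vehicle wells and -100% = peptide control; nearly all actives have a fitted effect of over 45% in size; some results filed as inactive show a strong effect at the top dose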
#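 AMA1 (3D7) with his tag at 25 nM final met compounds first, then biotinylated RON2 peptide at 25 nM; detection used donor plus acceptor beads, 10 µg/mL apiece, read by AlphaScreen after 30 min at room temperature.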
# HCV inh – inhibitors of hepatitis C virus infection; AID 651820; actives 3.4% (n = 340,000); Potency, µM (top dose mostly 41.8 µM), without a hit: at the top dose activity change, negative = inhibition, hits mostly inhibitors; Huh7.5.1 HCVcc-Cre infection, luciferase reporter, 44 h; also: potency is read from the fitted curve at half-maximal effect
#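 Luciferase read-out (15 sec integration) after a 15 min room-temperature substrate step quantifies HCVcc-Cre infection. Cells, 1,000 per well, had compound added 4 h post-plating, then virus at ~0.5 moi, and were cultured 44 h.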
# HCMV inh – blocks human cytomegalovirus replication; AID 1259415; HFF cells, HCMV-luciferase reporter, 72 h; active compounds read low; actives 4.5% (n = 410,000); activity change, negative = inhibition, % at 57.5 µM; in the data active = activity change below about -60%; inconclusive = no clear call, values can overlap the other calls; inactive = above about -39%
#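 Human foreskin fibroblasts infected with luciferase-reporter HCMV at MOI 1 PFU/cell, compounds at two doses. Luciferase measured 72 h post infection; normalized to buffer-only basal and Salinomycin (10uM) controls.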
# Tb PYK inh – inhibitors of Trypanosoma brucei pyruvate kinase; Q57TT1; TbPYK enzyme, Kinase-Glo Plus ATP luminescence, 45 min; Potency, µM (series often up to 76.8 µM), inactives show at the highest dose activity, negative = inhibition, usual class: inhibitors; actives 0.12% (n = 410,000); also: potency is read from the fitted curve at half-maximal effect; nearly all actives have a fitted effect of over 50% in size
#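 Screened from lowest to highest concentration, compounds were pinned into TbPYK/substrate mixtures, and ADP (130 uM final) was added. Plates sat at room temperature for 45 min prior to Kinase-Glo Plus detection by luminescence.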
# * marks the source's active call; other numbers are inactive results; ? = inconclusive; . = no result given; & = joins results of further samples; [ ] = dose if it differs, or a comment. Unless noted, calls follow the shape of the dose curve; as a rule, active = well fitted curve in the direction sought with a large enough effect; inconclusive = small, poorly fitted or top-dose-only effect, or another doubt; inactive = no such curve, though single readings can be large; an effect the other way counts as inactive or inconclusive. Unless noted, % is scaled to controls: 0 for no effect and ±100 for the full control effect.
Compound	LmPK inh	AmpC no deterg	AmpC detergent	HCMV inh	HCV inh	Tb PYK inh	AMA1-RON2 inh
c1ccc2c3c([nH]c2c1)CNCC3	-2%	-21%	-13%	-23	-15%[8.37 µM]	6%	-6%
O=C(Cc1cccs1)NCc1ccncc1	-4%	-10%	?	-24	15%	-5%	-12%
O=C(CCCN1C(=O)NC2(CCCC2)C1=O)NCc1ccccc1	.	-15%	6%	9	?	-8%	-9%[11.6 µM]
COc1ccc(-c2cc(-c3ccccc3)nc(NN)n2)cc1OC	-10%	168%[activator]	6%	28	?	-12%	11%
CCOc1ccc(N(CC(=O)Nc2ccccc2CC)S(=O)(=O)c2c(C)[nH]c(=O)[nH]c2=O)cc1	.	.	-12%	6	.	0%	.
COc1cccc(-n2c(SCC(N)=O)nnc2-c2c[nH]c3ccccc23)c1	8%	-21%	-13%	-3	5%	-1%	18%
CC(=O)c1ccc(S(=O)(=O)N2CCN(CC(=O)Nc3ccccc3C(=O)NC3CC3)CC2)cc1	.	23%	-1%	-6	-7%	7%	-8%
Cn1c(-c2ccccc2)cnc1NCc1ccc(-c2ccccc2)cc1	-4%	-31%	?	3	-24%	0%	?
CCOC(=O)N1CCN(C(=O)c2nn(-c3cc(OC)cc(OC)c3)c(=O)c3ccccc23)CC1	-1%	-14%	0%	.	6%	.	.
CCCC(=O)OCCNc1cc(SCCC(=O)OC)c2nonc2c1[N+](=O)[O-]	0%	17%	-1%	12	28%	26%	-8%
Cc1cc(NC(=O)Cc2ccccc2)c2ccccc2n1	0%	-27%	11%	-86*	?	0%	2%
Cc1ccccc1NC(=S)N(C)CCc1ccccn1	-3%	-15%	8%	26	9%	-12%	22%
O=C(C1=C[C@H](c2ccc3c(c2)OCO3)C[C@H](OCCCCO)O1)N1CCOCC1	5%	14%	4%	7	-9%	-1%	-1%
Cc1cc(OC(=O)c2cc(-c3ccc4c(c3)OCCO4)on2)ccc1Cl	.	.	22%	2	.	1%	.
CCOC(=O)c1nnn2c1nc(Nc1cccc(C(F)(F)F)c1)c1ccccc12	4%	-10%	-1%	-74*	-3%	3%	19%
COc1ccc(CNC(=O)C[C@H]2C[C@H](C(=O)N3CCCCC3)[C@@]3(CCc4ccccc4)c4[nH]c5ccc(Cl)cc5c4CCN3C2=O)cc1OC	.	-5%	.	-24	0%	3%	-2%
Nc1cnc(Br)cc1Br	-3%	-11%	-13%	19	32%[activator]	-1%	15%
Cc1cc(C(=O)CCC(=O)NCc2ccccc2F)c(C)s1	.	-13%	?	-6	-6%	-4%	-11%
COC(=O)CSc1nc(N)c(NC(=O)c2ccc(OC)c(OC)c2)c(=O)[nH]1	0%	?	-10%	-4	7%	6%	-3%
Cc1cccc(C(=O)OCC(=O)c2ccc3c(c2)OCCO3)c1O	.	-29%	.	19	?	5%	-4%
CC(=O)Nc1cccc(-c2cc(NC(C)=O)c3ncc(-c4ccc(F)cc4)n3c2)c1	.	.	.	10	.	3%	3%
Cc1cc(S(=O)(=O)N2CCN(Cc3ccc4c(c3)OCO4)CC2)cc(C)c1N1CCCC1=O	3%	-12%	-9%	-96*	11%&4%	-3%	12%
CC[C@H](C)[C@@H](C(=O)NCCCCCCCCCCC(=O)N1CCNCC1)n1cc(CCCCN=C(N)N)nn1	.	36%	2%	2	7%	-7%	-2%
COc1ccc2c(c1)c(=O)oc1cc3oc(C)c(C)c3cc12	-4%	-19%	-3%	.	.	.	.
CCn1c(C)nc2cc(C(=O)NNC(=S)Nc3ccc(F)cc3)ccc21	-5%	-22%	8%	-10	12%	-14%	87%[activator]
COc1cc(OC)cc(-c2c(C#Cc3ccsc3)c3cc(-c4ccc(CN5CCOCC5)cc4)ccc3n2C)c1	.	-6%	.	-7	25%	0%	-4%
Oc1ccc(C[C@H]2CNC(=S)N2CC2CCCN2C[C@H](Cc2ccc(O)cc2)N2C[C@H](Cc3ccc(O)cc3)N(CC3CCCCC3)C2=S)cc1 (stereo partly drawn)	.	.	.	-93*	?	-3%	49%[activator]
COc1ccc(N2C(=O)C(O)C2c2ccc(C)cc2)cc1 (stereo not drawn)	0%	-47%	-7%	-11	30%	-4%	8%
CCOC(=O)c1ccc(S(=O)(=O)NNc2ccc(C(F)(F)F)cn2)cc1	.	-15%	.	12	18%	1%	118%[activator]
O=C(C[n+]1cccc(CNC(=O)c2ccc(OC(F)F)cc2)c1)Nc1cc(C(F)(F)F)ccc1Cl	1%	93%[activator]	-2%	41	?	0%	9%

# Two entries from above in a different format.
mol: COc1ccc(CNC(=O)C[C@H]2C[C@H](C(=O)N3CCCCC3)[C@@]3(CCc4ccccc4)c4[nH]c5ccc(Cl)cc5c4CCN3C2=O)cc1OC
  LmPK inh: .
  AmpC no deterg: -5%
  AmpC detergent: .
  HCMV inh: -24
  HCV inh: 0%
  Tb PYK inh: 3%
  AMA1-RON2 inh: -2%
mol: Nc1cnc(Br)cc1Br
  LmPK inh: -3%
  AmpC no deterg: -11%
  AmpC detergent: -13%
  HCMV inh: 19
  HCV inh: 32%[activator]
  Tb PYK inh: -1%
  AMA1-RON2 inh: 15%

# A draw from above in order of SMILES length, ascending:
Compound	LmPK inh	AmpC no deterg	AmpC detergent	HCMV inh	HCV inh	Tb PYK inh	AMA1-RON2 inh
CCn1c(C)nc2cc(C(=O)NNC(=S)Nc3ccc(F)cc3)ccc21	-5%	-22%	8%	-10	12%	-14%	87%[activator]
CC(=O)Nc1cccc(-c2cc(NC(C)=O)c3ncc(-c4ccc(F)cc4)n3c2)c1	.	.	.	10	.	3%	3%
CCOc1ccc(N(CC(=O)Nc2ccccc2CC)S(=O)(=O)c2c(C)[nH]c(=O)[nH]c2=O)cc1	.	.	-12%	6	.	0%	.

# More structures.
Compound	LmPK inh	AmpC no deterg	AmpC detergent	HCMV inh	HCV inh	Tb PYK inh	AMA1-RON2 inh
CCOC(=O)Cn1c(=O)c(F)cn(Cc2ccc(OC)c([N+](=O)[O-])c2)c1=O	1%	-4%	1%	17	0%	1%	-5%
CCCSc1ccc([C@@H]2[C@H]3C(=O)N(CC)C(=O)[C@H]3[C@]3(C(=O)OC)CCCN23)cc1OC	.	186%[activator]	-18%	4	10%	-1%	-9%
CCN(CC(=O)NCc1ccc(F)cc1)C(=O)c1ccc(Cl)cc1	-3%	-4%	-18%	-4	-7%	3%	-1%
CCOC(=O)NC(NC(=S)Nc1ccccc1[N+](=O)[O-])C(Cl)(Cl)Cl (stereo not drawn)	6%	-33%	?	-3	-18%	-13%	-5%
Cc1ccc(C(=O)N2CCOCC2)c(F)c1F	-2%	0%	-10%	4	11%	-9%	0%
O=C(NNC(=O)C12CC3CC(CC(C3)C1)C2)c1ccccc1[N+](=O)[O-]	-2%	-13%	-2%	12	3%	-3%	5%
O=c1c2sccc2nc(SCc2ccc([N+](=O)[O-])cc2)n1Cc1ccccn1	0%	-10%	-8%	-26	-22%	-1%	-14%
Cc1nc2cc(NC(=O)CSc3nc4c(C)cccc4cc3C#N)ccc2s1	-4%	-11%	-1%	-16	-1%	5%	1%
CCC1COC(c2cccn2Cc2ccc(Cl)cc2)=N1 (stereo not drawn)	-4%[11.5 µM]	-28%	-5%	-30	16%	5%	?
Cc1ccc(C2CCN(C(=O)Nc3ccc(F)cc3)C2)cc1 (stereo not drawn)	0%	-25%	?	35	-11%	4%	-24%
CCc1ccccc1NC1=NCC(=O)N1C1CCCCC1	0%	-10%	?	27	4%	3%	-13%
O=C(COc1ccc(Br)cc1CNCCCN1CCOCC1)Nc1ccccc1	1%	0%	-12%	-10	?	-1%	-6%
CSCCC1NC(=O)N(CC(=O)Nc2ccc(N3CCCCC3)cc2)C1=O (stereo not drawn)	6%	13%	-6%	58	19%	-6%	-5%
Cc1ccc(CNc2ncnc3c2cnn3-c2ccc(Cl)cc2)cc1	.	.	-3%	0	.	3%[15.4 µM]	.
CCOc1ccc(-c2cc3c(=O)n(Cc4nc(-c5ccc(OCC)c(OC)c5)oc4C)ccn3n2)cc1Cl	.	.	2%	-28	.	-1%	.
COC(=O)C1=C(c2cc3ccccc3s2)C[C@@H]2CC[C@H]1N2C(=O)NCCO	.	.	.	-10	10%	2%	29%
COC(=O)c1ccccc1NC(=O)CSc1nc2ccccc2c(=O)[nH]1	4%	-40%	-6%	21	-11%	-4%	-6%
CCC(C)[C@H](NC(=O)N1CCCCCC1)C(=O)OC (stereo partly drawn)	-1%	20%	-6%	121	-4%	1%	5%
NS(=O)(=O)c1cccc(NC(=O)COC(=O)/C=C/c2nc3ccccc3s2)c1	.	-5%	.	26	-15%	-12%	7%
CCn1c(/C=C/c2c(C)[nH]c3ccccc23)nc2ccccc2c1=O	4%	-6%	-3%	74	?	-6%	17%
COC(=O)C(C)Sc1nnc2cc(C)c3cc(C)cc(C)c3n12 (stereo not drawn)	.	.	0%	1	.	?	.
Cc1cccc(C(=O)NNC(=S)NC(=O)c2ccccc2)c1	.	.	.	?	?	-13%	43%[activator]
CCOc1nc(N2CCOCC2)nc(C)c1[N+](=O)[O-]	-4%	-4%	-2%	-29	-29%	4%	-7%
COc1ccc(C(=O)CSc2nnc(-c3cccs3)n2-c2ccccc2)cc1	1%	-19%	-7%	-38	?	-2%	-1%
Cc1ccc(NC(=O)CSc2nc3ccccc3c(=O)n2Cc2cccs2)cc1	0%	-9%	1%	21	?	3%	11%
Cc1ccc([N+](=O)[O-])cc1NC(=O)Cc1cccs1	-1%	-36%	-8%	53	3%	-7%	-7%
CCOc1ccc(S(=O)(=O)N(C)CC(=O)N2CCN(CC)CC2)cc1	-2%	111%[activator]	8%	-10	-7%	-3%	-2%
COc1ccc(C(=O)Nn2c(C)nc3ccccc3c2=O)cc1OC	-2%	-14%	-12%	-33	-8%	-2%	4%
CSc1nnc2c(n1)c(C)nn2-c1ccc(C)cc1	1%	-24%	-10%	143	19%	-13%	-11%
Cn1c(=O)c(C(N)=S)cn(-c2ccccc2)c1=O	-4%	-15%	4%	-4	10%	-6%	-5%
